DNA Pol III inh: qHTS Assay for Inhibitors of DNA Polymerase III Holoenzyme System | reconstituted DNA polymerase III holoenzyme replication, biochemical | Potency, µM (highest dose often 57.1 µM), for the others: at the highest dose activity change, negative = inhibition | 71,000 tested, 0.25% active | AID 603, 2007; note: potency is the fitted concentration of half-maximal effect; % is set by controls: 0 for no effect and ±100 for the full control effect
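Reconstituted *E. coli* holoenzyme (0.35 nM Pol III, 1 nM beta, 154 nM SSB, 2 nM primase) was preincubated with compound for 15 min at RT. Synthesis on 1.4 nM ssM13Gori ran 35 min, then was stopped with PicoGreen/EDTA and read as dsDNA fluorescence.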
UbGFP stabilizer: Ubiquitin-GFP Assay | Ubiquitin-GFP reporter cells, proteasome inhibition, GFP fluorescence; response scale: untreated = 0%, 10 µM MG-132 = 100% | Potency, µM (series often up to 45.9 µM), for inactives: at the top dose activation (GFP accumulation), usual class: activators | 67,000 tested, under 10 active | AID 526, 2006; active = well fitted activation curve with a large enough effect, not every such curve was filed as active; inconclusive = small, poorly fitted or top-dose-only effect, or another doubt; inactive = no such curve, though single readings can be large or run the other way; note: potency is the fitted concentration of half-maximal effect
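GFP accumulation read-out: laser plate cytometry counting ubiquitin(G76V)-GFP-expressing U2OS cells after 4 hr compound exposure at 37 °C. Titrations spanned 46 uM to 2.9 nM; 0% = basal, 100% = 10 uM MG-132; concentration-response curves fitted.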
Hsp90 Hop PPI: qHTS Assay for Disrupters of an Hsp90 Co-Chaperone Interaction; AlphaScreen TPR2A-His6 binding biotin-Hsp90 C-terminal peptide; Potency, µM (top dose mostly 57 µM), for inactives: at the highest dose activity change, negative = inhibition; 71,000 tested, 0.44% active; AID 595, 2007; active = well fitted curve in either direction with a large enough effect; inconclusive = small, poorly fitted or top-dose-only effect, or another doubt; note: potency is the fitted concentration of half-maximal effect; % is set by controls: 0 for no effect and ±100 for the full control effect; many of its hits are not listed in these tables
BRCT inh red: qHTS Assay for Inhibitors of BRCT-Phosphoprotein Interaction (Red Fluorophore). Breast cancer type 1 susceptibility protein (Homo sapiens), P38398. BRCT-phosphopeptide binding, red fluorescence polarization. 75,000 tested, 0.03% active. Potency, µM (series often up to 76.9 µM), for inactives: top-dose activity change, negative = inhibition, usual class: inhibitors; note: % is set by controls: 0 for no effect and ±100 for the full control effect
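Fluorescence polarization: 100 nM His-tagged BRCA1 BRCT with 100 nM TAMRA-labelled phospho-BACH1 decapeptide, phosphate buffer pH 7.3 with 150 mM NaCl, DTT, 0.01% Tween 20; 12 min RT. Binding inhibition seen as FP decrease.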
USP2a inhib: qHTS Assay for Inhibitors of Ubiquitin-specific Protease USP2a | 60,000 tested, 0.1% active | AID 927, 2007 | Ubiquitin carboxyl-terminal hydrolase 2 (Homo sapiens), O75604 | Potency, µM (titrated, usually from 38.3 µM), without a hit: at the highest dose activity change, negative = inhibition, actives largely listed as inhibitors | USP2a enzymatic assay, qHTS inhibition;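 note: potency is the fitted concentration of half-maximal effect; nearly all actives have a fitted effect of over 60% in size; plate controls were DMSO for no effect and NEM full inhibition control for full effect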
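USP2 core (20 nM final) was preincubated with compound for 30 min at RT in 20 mM Tris-HCl pH 8.0, 2 mM CaCl2, 2 mM beta-mercaptoethanol; Ub-PLA2 (20 nM) plus NBD C6-HPC (20 uM) then added, fluorescence read after 2.5 h.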
HADH2 inhib: qHTS Assay for Inhibitors of HADH2 (Hydroxyacyl-Coenzyme A Dehydrogenase, Type II); 3-hydroxyacyl-CoA dehydrogenase type-2 (Homo sapiens), Q99714; recombinant HADH2, NADH fluorescence, beta-hydroxybutyryl-CoA; Potency, µM (series often up to 57.1 µM), for inactives: at the highest dose activity change, negative = inhibition, hits mostly inhibitors; 73,000 tested, 3.4% active; AID 886, 2007; note: potency is the fitted concentration of half-maximal effect; % is set by controls: 0 for no effect and ±100 for the full control effect; nearly all actives have a fitted effect of over 60% in size; many of its hits are not listed in these tables
Target sequence (Q99714 whole entry, looked up, one chain of several): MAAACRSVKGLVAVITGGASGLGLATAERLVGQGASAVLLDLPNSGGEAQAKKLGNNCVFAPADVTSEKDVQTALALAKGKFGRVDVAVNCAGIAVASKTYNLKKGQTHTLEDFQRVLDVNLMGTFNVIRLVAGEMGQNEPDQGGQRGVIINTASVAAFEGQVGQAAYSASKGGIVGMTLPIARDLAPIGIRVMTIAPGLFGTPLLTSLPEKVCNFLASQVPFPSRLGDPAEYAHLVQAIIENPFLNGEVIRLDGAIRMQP
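Activity measured as NADH fluorescence gain (360/450 nm), taken as the change between first and last reads of a 4-min kinetic run. Conditions: pH 9.0 Tris buffer, 20 nM E. coli-expressed His-tagged enzyme, 1 mM NAD+, 90 uM beta-hydroxybutyryl-CoA; 15-min compound preincubation.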
15-hLO inh: qHTS Assay for Inhibitors of 15-hLO (15-human lipoxygenase) | Potency, µM (titrated, usually from 57.1 µM), without a hit: at the highest dose activity change, negative = inhibition, most hits filed as inhibitors | 74,000 tested, 1.4% active | purified 15hLO-1, xylenol orange hydroperoxide absorbance | Polyunsaturated fatty acid lipoxygenase ALOX15 (Homo sapiens), P16050; note: potency is the fitted concentration of half-maximal effect; % is set by controls: 0 for no effect and ±100 for the full control effect; nearly all actives have a fitted effect of over 55% in size
Target sequence (P16050 whole entry, looked up): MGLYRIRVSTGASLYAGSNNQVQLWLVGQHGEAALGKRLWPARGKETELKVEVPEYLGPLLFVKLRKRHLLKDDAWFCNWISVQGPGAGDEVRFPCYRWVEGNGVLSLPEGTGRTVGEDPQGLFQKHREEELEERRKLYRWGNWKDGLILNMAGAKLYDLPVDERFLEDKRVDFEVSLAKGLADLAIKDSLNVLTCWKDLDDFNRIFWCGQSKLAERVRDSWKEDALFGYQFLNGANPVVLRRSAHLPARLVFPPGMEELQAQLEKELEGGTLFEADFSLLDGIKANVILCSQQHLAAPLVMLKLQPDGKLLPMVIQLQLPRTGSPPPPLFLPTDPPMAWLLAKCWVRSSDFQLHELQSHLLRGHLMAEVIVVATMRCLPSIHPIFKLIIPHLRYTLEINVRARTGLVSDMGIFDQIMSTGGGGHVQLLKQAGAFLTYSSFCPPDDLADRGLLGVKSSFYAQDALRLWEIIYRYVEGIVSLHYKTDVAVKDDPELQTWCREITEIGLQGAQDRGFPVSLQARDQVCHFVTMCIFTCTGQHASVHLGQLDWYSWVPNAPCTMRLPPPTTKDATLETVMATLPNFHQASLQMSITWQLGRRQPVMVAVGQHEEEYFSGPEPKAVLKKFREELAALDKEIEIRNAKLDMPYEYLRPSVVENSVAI
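40 nM 15hLO-1 + cpd, 15 min RT; start w/ 50 uM AA (final), 6 min RT; stop/detect w/ 200 uM XO + 300 uM Fe(II) in 50 mM H2SO4, 30 min; A573/A405. Buffer 25 mM Hepes pH 7.5, 0.01% Triton X-100. No-enzyme wells as negative control.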
CRE-bla Fsk: Cell signaling CRE-BLA (Fsk stim); CHO CRE-bla reporter (cAMP response element driving beta-lactamase), forskolin EC10, beta-lactamase ratio; Potency, µM (doses to about 38.2 µM), for the others: at the highest dose activity change, negative = inhibition, actives largely listed as activators; 71,000 tested, 2.5% active; AID 662, 2007; active = well fitted activation curve with a large enough effect in the signal ratio, with a control signal flat, not every such curve was filed as active; inconclusive = small, poorly fitted or top-dose-only effect, or effect the other way, or a change in a side signal; the % refers to the signal ratio; note: potency is the fitted concentration of half-maximal effect; % of control where 0% means no effect
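Modulation of forskolin-driven signalling is measured in CHO cells carrying a CRE-controlled beta-lactamase reporter. Cells are stimulated with EC10 NKH 477 in the presence of titrated compound for 3 h at 37 °C, then loaded with CCF4 for 2 h at room temperature.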
BRCT PPI green: qHTS Assay for Inhibitors of BRCT-Phosphoprotein Interaction (Green Fluorophore); Breast cancer type 1 susceptibility protein (Homo sapiens), P38398; BRCA1 BRCT-phosphopeptide binding, green fluorescence polarization; Potency, µM (titrated, usually from 76.9 µM), for the others: top-dose activity change, negative = inhibition, hits mostly inhibitors; 75,000 tested, 0.05% active;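 note: potency is the fitted concentration of half-maximal effect; plate controls were peptide without protein for full effect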
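Fluorescence polarization: His-tagged BRCT (~35 kDa BRCA1 C-terminus, 250 nM) bound to 100 nM fluorescein-labeled phosphorylated 10-aa BACH1 peptide, pH 7.3 phosphate buffer with DTT and Tween 20. Compounds incubated 12 min at room temperature; inhibition read as lowered polarization.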
Epigenetic mod: qHTS Assay for Epigenetic Modulators; mouse C127i GFP locus derepression, cytometry, 30 h; Potency, µM (titrated, usually from 46.1 µM), inactives show top-dose GFP derepression (activation); 68,000 tested, 0.09% active; note: % of control where 0% means no effect
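Read-out is the number of GFP-positive cells, scored as fluorescent objects 20 to 120 um wide, reflecting derepression of a silenced CMV-GFP reporter in murine C127i cells after 30 h compound exposure at 37 C.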
HBB splice mod: qHTS Assay for Modulators of Hemoglobin Beta Chain Splicing. HBB splicing reporter cell assay, activation; EGFP reporter with mutant IVS2-654 intron; response scale: normalised to 500 nM splice-correcting PNA. Potency, µM (highest dose often 46.1 µM), inactives show at the top dose activation, most hits filed as activators. 65,000 tested, 0.06% active. AID 925, 2007; note: potency is the fitted concentration of half-maximal effect; 0% is about no effect
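HeLa cells stably expressing EGFP interrupted by mutant beta-globin intron 2 (IVS2-654), 500/well in 2% FCS. Treated with compound for 2 days at 37C. Splicing correction scored as total well GFP intensity (488 nm excitation, 500-520 nm emission); 500 nM antisense PNA served as control.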
Starred values were filed as active, the others as inactive; ? = inconclusive; · = no result given; & = joins results of further samples; [ ] = remark or other dose. Unless noted, calls come from the whole dose curve; as a rule, active = well fitted curve in the direction sought with a large enough effect; inconclusive = small, poorly fitted or top-dose-only effect, or another doubt; inactive = no such curve, though single readings can be large; an effect the other way counts as inactive or inconclusive. Some of the compounds tested; rates above refer to the full screens.

Sequence of screens – DNA Pol III inh, UbGFP stabilizer, Hsp90 Hop PPI, BRCT inh red, USP2a inhib, HADH2 inhib, 15-hLO inh, CRE-bla Fsk, BRCT PPI green, Epigenetic mod, HBB splice mod
C=C1c2cccc(O)c2C(O)=C2C(=O)[C@@]3(O)C(O)=C(C(N)=O)C(=O)[C@@H](N(C)C)[C@@H]3[C@@H](O)[C@H]12
→ -14%[25.6 µM], -2%[20.5 µM], ?, -20%[34.4 µM], 62%[activator][17.1 µM], 2µM*, -10%[25.6 µM], -12%[17.1 µM], -9.2%[34.4 µM], -2%[20.6 µM], 2.4%[20.6 µM]
CC(C)(CO)[C@H](O)C(=O)NCCCO
→ -3%[25.6 µM], -1%[20.5 µM], -1%[26 µM], 0.0%[34.4 µM], -3%[17.1 µM], -10%[25.6 µM], 1%[25.6 µM], -1%[17.1 µM], -0.5%[34.4 µM], 0%[20.6 µM], 1.2%[20.6 µM]
COc1cc(N)c(Cl)cc1C(=O)N[C@H]1CCN(CCCOc2ccc(F)cc2)C[C@H]1OC
→ -1%[25.6 µM], -9%[20.5 µM], -1%[26 µM], -5.6%[34.4 µM], 43%[activator][17.1 µM], 4%[25.6 µM], 3%[25.6 µM], -12%[17.1 µM], -2.4%[34.4 µM], -2%[20.6 µM], 2.3%[20.6 µM]
CC(C)NNC(=O)c1ccncc1
→ -4%[25.6 µM], -6%[20.5 µM], -3%[26 µM], 0.0%, -2%, 0%[25.6 µM], 3%, 2%[17.1 µM], 0.1%[3.08 µM], -2%[20.6 µM], 1.9%[20.6 µM]
CCCCN(CCCC)CCCOC(=O)c1ccc(N)cc1
→ 2%[25.6 µM], 2%[20.5 µM], -5%[26 µM], -1.7%, -5%, -3%[25.6 µM], -5%, -5%[17.1 µM], -3.4%[3.08 µM], 0%&-2%[20.6 µM], 0.7%[20.6 µM]
Cc1c(C(=O)O)c(O)cc2c1C(=O)c1c(O)c([C@@H]3O[C@H](CO)[C@@H](O)[C@H](O)[C@@H]3O)c(O)c(O)c1C2=O
→ ?, 4%, ?, ·, ·, 5%, ·, ?, ·, -2%[9.22 µM], ·
CC[C@]1(O)C[C@H]2CN(CCc3c([nH]c4ccccc34)[C@](C(=O)OC)(c3cc4c(cc3OC)N(C)[C@@H]3[C@](O)(C(=O)OC)[C@H](OC(C)=O)[C@]5(CC)C=CCN6CC[C@]43[C@@H]65)C2)C1
→ -8%, -2%, -8%, 1.1%, 23%, 11%, ?, 0.63µM*, -2.5%, -2%, -0.5%
CCCCCCCCCCCCCCC[C@@H](O)[C@@H](N)CO
→ -4%, -4%, 2%, -0.5%, ·, 8%, 6%[25.6 µM], -4%, -0.3%, 2%, ·
CC1=C(C(=O)O)N2C(=O)[C@@H](NC(=O)[C@@H](N)c3ccc(O)cc3)[C@@H]2SC1
→ 1%[25.6 µM], 0%[20.5 µM], 0%[26 µM], 0.4%[34.4 µM], -7%[17.1 µM], ?, 8%[25.6 µM], 5%[17.1 µM], -1.0%[34.4 µM], 5%[20.6 µM], 0.5%[20.6 µM]
COc1cc(C2Oc3cc(C4Oc5cc(O)cc(O)c5C(=O)C4O)ccc3OC2CO)ccc1O (stereo not given)
→ ·, ·, ·, 1.7%, 24%, ·, ?, ·, -3.1%[3.08 µM], 0%[20.6 µM], ·
CCc1ccccc1OC[C@@H](O)CN[C@H]1CCCc2ccccc21
→ -2%, 0%, 2%, -1.0%, ·, 1%, -10%[25.6 µM], ?, 0.0%, 2%, ·
Cc1ccsc1/C=C\C1=NCCCN1C
→ -2%[25.6 µM], 1%[20.5 µM], -1%[26 µM], -3.9%[34.4 µM], -10%[17.1 µM], 8%[25.6 µM], 3%[25.6 µM], -1%[17.1 µM], -1.4%[34.4 µM], -2%[20.6 µM], -3.0%[20.6 µM]
C=Cc1ccccc1
→ -2%, ·, -2%, -0.5%, ·, -5%, 0%, -3%, 0.6%, ·, 1.7%
CCCOc1ccc2nc(NC(=O)OC)[nH]c2c1
→ ·, ·, ·, -0.4%, -4%, ·, 4%, ·, -0.3%[3.08 µM], 6%[20.6 µM], ·
COc1ccc(C(=O)c2ccccc2)c(O)c1
→ -1%, 0%, 4%, -2.2%, -8%, 1%, -1%, 13%, 1.7%, 4%, 0.7%[57.5 µM]
CN[C@@H]1[C@H](O)[C@H](NC)[C@@H]2O[C@]3(O)C(=O)C[C@@H](C)O[C@H]3O[C@@H]2[C@H]1O
→ -4%, 8%, ?, ·, ·, 9%, ·, -5%, ·, -5%[9.22 µM], ·
Nc1ncnc2nc[nH]c12.Nc1ncnc2nc[nH]c12.[Cl][Pt]([Cl])([Cl])[Cl]
→ 2.5µM*, 1%[9.17 µM], -5%[11 µM], ·, ·, 4µM*, ·, 1%[7.6 µM], ·, 6%[9.22 µM], 1.2%[9.22 µM]
CCN(CCCCOC(=O)c1ccc(OC)c(OC)c1)C(C)Cc1ccc(OC)cc1 (stereo not given)
→ ·, ·, ·, -0.3%, 6%, ·, -1%, ·, -2.9%[3.08 µM], -4%[20.6 µM], ·
COc1cc2nc(N3CCN(C(=O)[C@@H]4COc5ccccc5O4)CC3)nc(N)c2cc1OC
→ -4%[25.6 µM], 11%[20.5 µM], -9%[26 µM], 0.9%[34.4 µM], 39%[activator][17.1 µM], -3%[25.6 µM], 4%[25.6 µM], 5%[17.1 µM], 1.6%[34.4 µM], -1%[20.6 µM], 0.4%[20.6 µM]
Nc1ncnc2c1c(-c1ccc(Oc3ccccc3)cc1)cn2C1CCCC1
→ 2%, -2%, ?, -2.4%, 2%, ?, -8%, ?, 8.6%, -1%, -1.7%
C[C@H](N)C1CCC(C(=O)Nc2ccncc2)CC1 (stereo not given in full)
→ -7%, -5%, -4%, -1.8%, 6%, -10%, -2%, -11%, -2.2%, 0%, -0.6%
CN(C(=O)c1c(O)c2ccccc2n(C)c1=O)c1ccccc1
→ -6%, 5%, 5%, 0.5%, ·, -5%, -18%[25.6 µM], -3%, -1.1%, 2%, ·
CC[C@@]12CCCN3CCc4c(n(c5ccccc45)[C@](O)(C(=O)OC)C1)[C@H]32
→ -1%, 0%, 0%, 0.0%, 6%&-8%[17.1 µM], -3%, -2%&4%&7%[25.6 µM], ?, -1.0%, -2%[9.22 µM], -0.3%&0.9%[20.6 µM]
Cn1ccc2cc3c(cc21)CCN3C(=O)Nc1cccnc1
→ -20%&-2%, 12%&-9%, -13%&-27%, -1.5%&-4.1%, 2%, 0%&13%, -13%[25.6 µM], ?, -2.3%&-1.8%, 0%&-2%, 0.1%
CCCCNCC
→ 1%, ·, 1%, 0.2%, ·, -1%, -11%, -2%, -2.7%, ·, 0.8%
